From PubChem BioAssay
S100A4 inh HTS: inhibitors of S100A4-myosin IIA peptide binding, primary screen, biochemical, fluorescence polarization, TAMRA-MyoIIA peptide | inhibition, % at 10.7 µM | 360,000 compounds, 0.14% hits | Protein S100-A4 (Homo sapiens), P26447;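 active means mean inhibition of at least 70% across replicates, with every replicate also reaching that level; inconclusive means mean inhibition reaches 70% but some replicates fall short; inactive means mean inhibition below 70%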
Target sequence (P26447 whole entry, looked up): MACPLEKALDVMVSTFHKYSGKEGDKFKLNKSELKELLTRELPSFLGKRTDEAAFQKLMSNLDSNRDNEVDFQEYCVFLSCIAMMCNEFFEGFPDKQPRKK
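assay system = human S100A4 monomer with TAMRA-labelled myosin IIA peptide | also added = labelled myosin peptide probe, 5 nM | incubation = 5 min between mix addition and reading | control set = DMSO and TFP controls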
esBAF inh: Bmi1 luciferase reporter increase in mESCs, primary screen, esBAF inhibitor project, mouse ES cells, Bmi1 luciferase knock-in, single point; 24 h; 100% = twice the neutral-well signal; reporter increase, % at 12.5 µM; 350,000 compounds, 2% hits; in the data active means activation above about 40%; inconclusive means no clear call, values can overlap the other calls;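 further: 0% = median of the plate's neutral control wells and 100% = double that signal; a rise in the Bmi1 reporter signal indicates esBAF inhibition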
RAD54 inh: inhibitors of human RAD54 branch migration, primary screen, biochemical, fluorescence, single point; DNA repair and recombination protein RAD54-like (Homo sapiens), Q92698; inhibition, % at 10.4 µM; 360,000 compounds, 0.14% hits; RAD54 Holliday junction branch migration, FAM/BHQ fluorescence;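 active means mean normalized replicate activity at least 40 and at least half of replicates scoring 40 or more; inconclusive means only one of the two criteria met; inactive means mean below 40 and under half of replicates reaching 40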;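 further: 0% = median of neutral control wells and 100% = median of positive control wells; inhibitors cause a drop in the FAM fluorescence signal; in these data hits start at about 50%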
EWS-Fli block: EWS/Fli-driven NR0B1 reporter inhibitors, primary screen, A673 cells, NR0B1 luciferase, luminescence, MLPCN library. viability-normalised. inhibition, % at 12.6 µM. 350,000 compounds, 0.67% hits. AID 651661, 2012;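 active means mean inhibition of at least 50% after viability correction, with every replicate also passing that limit; inconclusive means mean reaches 50% but only one of two replicates passes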;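 further: firefly luciferase signal divided by Alamar Blue viability fluorescence both relative to DMSO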
RAD52 inh: RAD52 DNA annealing inhibitors, primary screen, biochemical, FRET, single point, set 2 | inhibition, % at 18.7 µM | recombinant RAD52 DNA annealing, FRET fluorescence | AID 651710, 2012 | 360,000 compounds, 0.46% hits | DNA repair protein RAD52 homolog (Homo sapiens), P43351;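 active means every replicate showing at least 50% inhibition; inconclusive means mean inhibition at least 50% but not in every replicate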
Target sequence (P43351 whole entry, looked up): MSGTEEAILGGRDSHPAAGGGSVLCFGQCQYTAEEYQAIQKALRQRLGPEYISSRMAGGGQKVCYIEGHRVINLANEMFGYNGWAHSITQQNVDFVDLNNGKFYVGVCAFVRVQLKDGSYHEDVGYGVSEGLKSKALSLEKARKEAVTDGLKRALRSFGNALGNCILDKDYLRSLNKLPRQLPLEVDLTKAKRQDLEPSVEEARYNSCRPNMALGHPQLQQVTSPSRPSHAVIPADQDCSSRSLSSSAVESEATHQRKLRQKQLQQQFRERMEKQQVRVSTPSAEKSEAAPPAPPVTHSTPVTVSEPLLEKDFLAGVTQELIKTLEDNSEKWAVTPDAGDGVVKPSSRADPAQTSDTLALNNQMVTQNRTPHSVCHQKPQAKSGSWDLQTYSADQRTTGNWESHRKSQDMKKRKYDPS
Xi reactivation: activators of inactive X chromosome reactivation, primary screen, imaging, XiGFP fibroblasts, GFP high-content imaging, set 2; 360,000 compounds, 0.055% hits; activation, % at 7.58 µM; AID 743238, 2013; XiGFP mouse fibroblasts, % GFP-positive cells imaging, 3 d; cells co-treated with 5-aza-dC sensitizer; scaled so ellipticine positive control = 100%;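 active means mean normalized replicate activation at least 10% and every replicate at or above 10%; inconclusive means only one of the two criteria met; inactive means mean below 10% and not all replicates reach 10%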;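 further: 0% = median of on-plate neutral control wells and 100% = ellipticine 6 µM median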
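material = 68-5-11 XiGFP fibroblast line | medium = DMEM plus 5-aza-dC sensitizer | schedule = 3 days compound exposure | benchmarks = positive control ellipticine, 6 µM final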
E-sel inducer: E-selectin induction in HUVECs, primary screen, imaging, HUVEC, immunofluorescence imaging, single point. 260,000 compounds, 0.37% hits. activation, % at 7.58 µM. normalized: neutral wells 0, TNF-alpha wells 100;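 active means mean E-selectin-positive cell signal at least 10% of the positive control, reached in at least 60% of replicates, without over 20% cell loss; inconclusive means no rule given, readout overlaps actives, possibly toxicity-flagged; inactive means the rest, including those meeting only one limit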;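 further: in these data hits start at about 27%; measured in HUVEC primary endothelial cells; signal is the percent of cells scored E-selectin positive by PE staining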
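material = human umbilical vein endothelial cells (HUVEC), E-selectin induction | quantity = 3,000 cells/well | medium = EGM-2 growth medium on 0.1% gelatin-coated wells | technique = immunofluorescence imaging | read-out basis = % PE-positive cells | control set = TNF-alpha positive control, DMSO neutral control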
FN deposit inh: inhibitors of fibronectin matrix deposition, primary screen, AH1F cells, Alexa488-fibronectin fluorescence, plate reader | AH1F fibroblasts, overnight | 350,000 compounds, 0.086% hits | inhibition, % at 12.6 µM;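 active means mean inhibition across replicates of 30% or more, regardless of how many single replicates reach that level; inconclusive means mean under 30% yet at least half of replicates reach 30%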;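 further: positive control wells lacked labelled fibronectin entirely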
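test system = AH1F fibroblasts assembling fluorescent fibronectin matrix | quantity = 10000 AH1F cells per well | buffer or medium = DMEM plus 2% serum, read in PBS | doses = single dose, pinned | incubation = 1 h cell attachment, overnight exposure to compound and label | detection = fluorescence at 485 nm excitation, 525 nm emission | read-out basis = inhibition from reduced deposited-fibronectin fluorescence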
* marks the source's active call; other numbers are inactive results. No enrichment for hits; any-hit rate near 3%.

Start of the data: the first 2 records, to show the layout:
Screening O=C1CC(c2ccccc2)CC(O)=C1C=Nc1ccccc1Cl (stereo not given) returned S100A4 inh HTS -2, esBAF inh -4, RAD54 inh 4, EWS-Fli block -1, RAD52 inh -23, Xi reactivation 0.0, E-sel inducer -1.1 and FN deposit inh -3.
`COc1ccc(N2CCN(C(=O)COc3ccc4c(C)cc(=O)oc4c3)CC2)cc1` gave S100A4 inh HTS 2, esBAF inh 4, RAD54 inh 8, EWS-Fli block -4, RAD52 inh -18, Xi reactivation 0.1, E-sel inducer -0.1 and FN deposit inh -4.

All compounds of this part, previewed entries included:
Screening O=C1CC(c2ccccc2)CC(O)=C1C=Nc1ccccc1Cl (stereo not given) returned S100A4 inh HTS -2, esBAF inh -4, RAD54 inh 4, EWS-Fli block -1, RAD52 inh -23, Xi reactivation 0.0, E-sel inducer -1.1 and FN deposit inh -3.
`COc1ccc(N2CCN(C(=O)COc3ccc4c(C)cc(=O)oc4c3)CC2)cc1` gave S100A4 inh HTS 2, esBAF inh 4, RAD54 inh 8, EWS-Fli block -4, RAD52 inh -18, Xi reactivation 0.1, E-sel inducer -0.1 and FN deposit inh -4.
CCCNC(=O)C1(C)CCN(C(=O)c2ccc(OC(F)F)cc2)C1 (stereo not given) was read as S100A4 inh HTS -2, esBAF inh 3, RAD54 inh 11, EWS-Fli block 2, RAD52 inh -7, Xi reactivation 0.1 and FN deposit inh -5.
`C[C@@H]1CN([C@@H](C)CO)C(=O)c2cc(NS(=O)(=O)c3ccc(Cl)cc3)ccc2O[C@@H]1CN(C)Cc1ccc2c(c1)OCO2` gave S100A4 inh HTS -2, esBAF inh -3, RAD54 inh 4, EWS-Fli block 4, RAD52 inh -20, Xi reactivation 0.1, E-sel inducer -0.1 and FN deposit inh -1.
For Cn1nc(C(F)(F)F)c(-c2ccccc2)c1NC(=O)c1nccnc1C(=O)O the results were S100A4 inh HTS 0, esBAF inh -4, RAD54 inh 10, EWS-Fli block 9, RAD52 inh -15, Xi reactivation -0.1 and FN deposit inh -3.
Screening CCn1c(O)c(N=NC(=O)CNC(=O)/C=C/c2ccccc2)c2ccccc21 returned S100A4 inh HTS -2, esBAF inh -3, RAD54 inh -2, EWS-Fli block -3, RAD52 inh -12, Xi reactivation 0.0 and FN deposit inh 6.
Screening C[C@@H](C(=O)Nc1ccc2ccccc2c1)[C@@H]1C[C@@]1(C)[C@@H](NC(=O)c1cccnc1)c1ccccc1 returned S100A4 inh HTS 3, esBAF inh 3, RAD54 inh -10, EWS-Fli block 1, RAD52 inh -16, Xi reactivation 0.0, E-sel inducer -0.9 and FN deposit inh 3.
Screening COc1ccc(OC)c(S(=O)(=O)N2CCC3(CC2)OCCN3S(=O)(=O)c2ccccc2)c1 returned S100A4 inh HTS -4, RAD54 inh -2, EWS-Fli block 3, RAD52 inh -5, Xi reactivation 0.0, E-sel inducer -0.8 and FN deposit inh 3.
COc1ccc(-c2ccc(SCC(=O)NCc3ccc4c(c3)OCO4)nn2)cc1OC was read as S100A4 inh HTS -5, EWS-Fli block -19, RAD52 inh -19 and Xi reactivation 0.0.
COc1ccc(CCNC(=O)Cc2ccc(NS(=O)(=O)c3ccc(F)cc3)cc2)cc1OC was read as S100A4 inh HTS 11, esBAF inh 3, RAD54 inh -2, EWS-Fli block 3, RAD52 inh 5, Xi reactivation 0.0 and FN deposit inh -1.

Looked up by structure from the entries so far (2):
Screening COc1ccc(OC)c(S(=O)(=O)N2CCC3(CC2)OCCN3S(=O)(=O)c2ccccc2)c1 returned S100A4 inh HTS -4, RAD54 inh -2, EWS-Fli block 3, RAD52 inh -5, Xi reactivation 0.0, E-sel inducer -0.8 and FN deposit inh 3.
Screening O=C1CC(c2ccccc2)CC(O)=C1C=Nc1ccccc1Cl (stereo not given) returned S100A4 inh HTS -2, esBAF inh -4, RAD54 inh 4, EWS-Fli block -1, RAD52 inh -23, Xi reactivation 0.0, E-sel inducer -1.1 and FN deposit inh -3.

(continued)
For O=C(N/N=C/c1ccc(OCC(=O)N2CCCC2)cc1)C(=O)NC1CC1 the results were S100A4 inh HTS 0, esBAF inh 6, RAD54 inh -1, EWS-Fli block -2, RAD52 inh -4, Xi reactivation 0.2 and FN deposit inh 1.
Cc1ccc(N(C(=O)CCCC(=O)Nc2ccccn2)C(C(=O)NC2CCCC2)c2ccc(O)cc2)cc1C (stereo not given) was read as S100A4 inh HTS 0, esBAF inh 1, RAD54 inh -5, EWS-Fli block 1, RAD52 inh 2, Xi reactivation -0.1, E-sel inducer 0.2 and FN deposit inh 1.
Screening N#C/C(=C\c1ccncc1)c1nc2ccccc2c(=O)[nH]1 returned S100A4 inh HTS -4, EWS-Fli block 9, RAD52 inh -41 and Xi reactivation 0.1.
For COC(=O)C1(Cc2ccc(O)cc2)OC(=O)C(O)=C1c1ccc(O)cc1 (stereo not given) the results were S100A4 inh HTS -14, esBAF inh 1, RAD54 inh 1, EWS-Fli block -1 and RAD52 inh -13.
Screening Cc1ccccc1C(=O)NCC(=O)OC(C)C(=O)Nc1ccnn1C(C)C (stereo not given) returned S100A4 inh HTS 2, esBAF inh 11, RAD54 inh 4, EWS-Fli block -1, RAD52 inh -16, Xi reactivation -0.1, E-sel inducer -1.8 and FN deposit inh 2.
CCOC(=O)C1CCCN(Cc2ccc(OC)c(OCc3ccccc3)c2)C1 (stereo not given) was read as S100A4 inh HTS -3, esBAF inh -8, RAD54 inh -7, EWS-Fli block -9, RAD52 inh -3, Xi reactivation 0.0 and FN deposit inh 0.
`CC(C)CCNC(=O)C1c2ccccc2Oc2ccccc21` gave S100A4 inh HTS -2, esBAF inh -11, RAD54 inh 3, EWS-Fli block 0, RAD52 inh -6, Xi reactivation 0.2 and FN deposit inh -4.
Screening O=C(Nc1ccncc1)c1cc(C2CCCCN2C(=O)CCCc2ccccc2)on1 (stereo not given) returned S100A4 inh HTS -1, esBAF inh 11, RAD54 inh 0, EWS-Fli block 4, RAD52 inh -24, Xi reactivation -0.1, E-sel inducer 0.0 and FN deposit inh 5.
For CCCNC(=O)[C@@H]1[C@@H](CO)[C@@H]2Cn3c(ccc(/C=C/c4ccccc4)c3=O)[C@H]1N2CCC the results were esBAF inh -5, RAD54 inh -3, EWS-Fli block 4, Xi reactivation 0.6 and E-sel inducer -0.1.
For O=C(CNc1ccccc1F)Nc1cccc2ccccc12 the results were S100A4 inh HTS -3, esBAF inh 64*, RAD54 inh 6, EWS-Fli block 11, RAD52 inh -6, Xi reactivation 0.0 and FN deposit inh 1.
For C[C@H]1CCCCO[C@H](CN(C)Cc2ccc(Cl)c(Cl)c2)[C@@H](C)CN([C@@H](C)CO)C(=O)c2cc(NC(=O)Nc3ccccc3)ccc2O1 the results were S100A4 inh HTS 8, esBAF inh -8, RAD54 inh 2, EWS-Fli block 14, RAD52 inh -6, Xi reactivation 0.1 and FN deposit inh 1.
For COc1ccc(S(=O)(=O)N(C)C[C@@H]2Oc3c(NC(=O)Nc4ccc5c(c4)OCO5)cccc3C(=O)N([C@@H](C)CO)C[C@@H]2C)cc1 the results were S100A4 inh HTS 5, esBAF inh 5, RAD54 inh -1, EWS-Fli block -22, RAD52 inh -2, Xi reactivation 0.0 and E-sel inducer 4.7.
Screening CCOC(=O)Cn1c2[n+](c3ccccc31)CC(O)CS2 (stereo not given) returned S100A4 inh HTS 4, esBAF inh -2, RAD54 inh -8, EWS-Fli block 10 and RAD52 inh -3.
Screening O=C(N[C@H]1CC[C@@H](CCNS(=O)(=O)c2ccc(F)cc2)O[C@@H]1CO)C1CCOCC1 returned S100A4 inh HTS 10, esBAF inh 1, RAD54 inh 2, EWS-Fli block -1, RAD52 inh -4, Xi reactivation 0.4 and E-sel inducer -2.0.
Screening CCN(CC)S(=O)(=O)c1ccc(OC)c(NC(=O)c2cccs2)c1 returned S100A4 inh HTS 2, esBAF inh 2, RAD54 inh 6, EWS-Fli block 13, RAD52 inh -14, Xi reactivation 0.1, E-sel inducer 0.6 and FN deposit inh 7.
`C[C@H](CO)N1C[C@H](C)[C@H](CN(C)C(=O)c2cccc(F)c2)Oc2ncc(C3=CCCCC3)cc2C1=O` gave S100A4 inh HTS -2, esBAF inh 4, RAD54 inh -5, EWS-Fli block -9, RAD52 inh -1, Xi reactivation -1.8 and E-sel inducer inconclusive.
C=C(C)Cn1c(N2CCCC2)nc2c1c(=O)n(C)c(=O)n2C was read as S100A4 inh HTS -2, esBAF inh -7, RAD54 inh 1, EWS-Fli block -4, RAD52 inh -12, Xi reactivation 0.0 and FN deposit inh -6.
For O=C(C[C@H]1C=C[C@@H](NC(=O)Nc2ccc3c(c2)OCO3)[C@H](CO)O1)NCCCN1CCOCC1 the results were S100A4 inh HTS 4, esBAF inh -1, RAD54 inh -6, EWS-Fli block -10, RAD52 inh 6, Xi reactivation 0.6, E-sel inducer -0.3 and FN deposit inh -8.
Screening C[C@H](NC(=O)C[C@H]1CC[C@@H](NC(=O)C2CCOCC2)[C@@H](CO)O1)c1ccccc1 returned S100A4 inh HTS 2, esBAF inh -2, RAD54 inh 8, EWS-Fli block -4, RAD52 inh 3, Xi reactivation 0.5, E-sel inducer 0.7 and FN deposit inh -8.
COc1ccccc1-c1cn(CC[C@H]2CC[C@H](NC(=O)C3CCCCC3)[C@H](CO)O2)nn1 was read as S100A4 inh HTS 5, esBAF inh 5, RAD54 inh 6, EWS-Fli block -1, RAD52 inh -2, Xi reactivation 0.3, E-sel inducer 0.6 and FN deposit inh -16.
COc1ccccc1-c1cn(CC[C@@H]2CC[C@@H](NC(=O)C3CC3)[C@@H](CO)O2)nn1 was read as S100A4 inh HTS 9, esBAF inh 1, RAD54 inh -15, EWS-Fli block -6, RAD52 inh 18, Xi reactivation 0.1, E-sel inducer -0.3 and FN deposit inh -7.
For C[C@@H]1CCCCO[C@H](CN(C)S(C)(=O)=O)[C@H](C)CN([C@@H](C)CO)C(=O)c2cc(NC(=O)Nc3ccc4c(c3)OCO4)ccc2O1 the results were S100A4 inh HTS -5, esBAF inh -3, RAD54 inh -20, EWS-Fli block -2, RAD52 inh 8, Xi reactivation 0.0 and E-sel inducer -0.1.
Cc1cccc(OCC(O)CN2CC3(C)CC2CC(C)(C)C3)c1 (stereo not given) was read as S100A4 inh HTS -4, EWS-Fli block 10, RAD52 inh -3, Xi reactivation -0.1 and FN deposit inh -1.
